# Apoferritin bind = binds horse apoferritin like a general anesthetic; P02791; apoferritin/1-aminoanthracene competitive binding, fluorescence; Potency, µM (titrated, usually from 77.5 µM), for inactives: top-dose activity change, negative = displacement, usual class: inhibitors; hit rate 0.074% among 350,000; also: potency is read from the fitted curve at half-maximal effect; % is scaled to controls: 0 for no effect and ±100 for the full control effect; nearly all actives have a fitted effect of over 20% in size
#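 Probe: 1-aminoanthracene (50% saturated, PBS). Protein: horse-spleen apoferritin, 10 uM. Incubation: 10 min, room temperature. Detection: 380 nm excitation, 535 nm emission. Analysis: normalized response, four-parameter Hill.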
# RGS4 inh = inhibitors of human regulator of G protein signaling 4 | P49798 | Transcreener GDP fluorescence polarization, RGS4-accelerated GTP hydrolysis | Potency, µM (highest dose often 114 µM), without a hit: top-dose activity change, negative = inhibition, usual class: inhibitors | hit rate 0.039% among 390,000; also: potency is read from the fitted curve at half-maximal effect; % is scaled to controls: 0 for no effect and ±100 for the full control effect; nearly all actives have a fitted effect of over 75% in size; some results filed as inactive show a strong effect at the top dose
# Target sequence (P49798 whole entry, looked up): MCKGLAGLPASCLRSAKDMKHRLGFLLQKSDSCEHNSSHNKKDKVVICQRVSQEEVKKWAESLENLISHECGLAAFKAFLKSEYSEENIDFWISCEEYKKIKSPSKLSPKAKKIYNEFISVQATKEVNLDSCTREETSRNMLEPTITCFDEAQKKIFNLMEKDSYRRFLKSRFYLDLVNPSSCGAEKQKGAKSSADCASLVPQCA
#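 MLSMR compounds (23 nl, pin-transferred) preincubated 10 min at room temperature with a 500nM (2x) first reagent, then RGS4 at 900nM (2x) plus Transcreener GDP mix added; fluorescence polarization (620/688 nm) read before and after 90 min at 30 °C.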
# LDHA inh = LDHA (human) enzyme inhibition. AID 1347041. purified LDHA, NADH/diaphorase-resazurin fluorescence; stronger effect = lower value. P00338. activity change, % (values are at about 110 or 230 µM). hit rate 0.15% among 480,000; in the data active = activity change below about -30%; inconclusive = mostly about -25% to -30%;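 also: plate controls were DMSO wells for no effect and wells without enzyme for full effect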
#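 Human LDH5 (2 nM) was incubated with 0.06 mM NADH and 0.2 mM pyruvate for 5 min at room temperature in Tris pH 7.4. Remaining NADH was coupled through diaphorase/resazurin, and resorufin fluorescence was read at 0 and 20 min.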
# Pol eta inh = blocks human DNA polymerase eta activity; AID 588591; Q9Y253; hit rate 1.2% among 390,000; recombinant Pol eta, fluorescent DNA replication assay; Potency, µM (doses to about 114 µM), inactives show top-dose activity change, negative = inhibition, most hits filed as inhibitors; also: potency is read from the fitted curve at half-maximal effect; % is scaled to controls: 0 for no effect and ±100 for the full control effect
#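 Pol eta (10 nM) was preincubated with compounds for 15 min at room temperature, after which fluorescent replication substrate (50 nM final) was added to start the reaction. Fluorescence was read kinetically at 0 and 10 min.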
# POLB inh = blocks human DNA polymerase beta activity; Pol beta primer extension/strand displacement, fluorescence kinetic; hit rate 1.3% among 340,000; Potency, µM (highest dose often 114 µM), inactives show at the highest dose activity change, negative = inhibition, actives largely listed as inhibitors; also: potency is read from the fitted curve at half-maximal effect; % is scaled to controls: 0 for no effect and ±100 for the full control effect
#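 Enzyme-only controls used 10 nM Pol beta; buffer lacking enzyme served as negative control. Compound preincubated 15 min, then 50 nM substrate added; 0 and 10 min reads at room temperature.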
# APEX1 inh = APE1 (human) endonuclease inhibition; P27695; recombinant APE1, TAMRA/BHQ-2 abasic DNA cleavage fluorescence; Potency, µM (highest dose often 65.8 µM), for the others: at the top dose activity change, negative = inhibition, usual class: inhibitors; hit rate 0.35% among 350,000;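 also: potency is read from the fitted curve at half-maximal effect; plate controls were vehicle for no effect and reference inhibitor for full effect; nearly all actives have a fitted effect of over 55% in size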
#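 Step 1: APE1 (0.75 nM) with compound, 15 min RT. Step 2: add 50 nM fluorophore/quencher THF duplex. Step 3: three fluorescence reads 60 s apart (525/598 nm); read 3 minus read 1 = reaction progress.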
# 12-LOX inh = blocks human arachidonate 12S-lipoxygenase | hit rate 1.1% among 580,000 | purified 12hLO, xylenol orange hydroperoxide absorbance | Potency, µM (series often up to 108 µM), for the others: at the top dose activity change, negative = inhibition, hits mostly inhibitors | AID 1671190; also: potency is read from the fitted curve at half-maximal effect; % is scaled to controls: 0 for no effect and ±100 for the full control effect
#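 Hydroperoxide product was detected by ferrous iron/xylenol orange as the 573 to 405 nm absorbance ratio. Arachidonic acid at 40 uM (final) was turned over for 30 min at room temperature by 150 nM human 12hLO, pH 7.0 Hepes buffer, after 15 min compound preincubation.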
# POLK inh = inhibitors of human DNA polymerase kappa; Q9UBT6; purified Pol kappa, fluorescent DNA synthesis assay, 10 min; Potency, µM (titrated, usually from 107 µM), for the others: at the top dose activity, negative = inhibition, usual class: inhibitors; hit rate 0.53% among 400,000; AID 588579; also: potency is read from the fitted curve at half-maximal effect; % is scaled to controls: 0 for no effect and ±100 for the full control effect
# Target sequence (Q9UBT6 whole entry, looked up): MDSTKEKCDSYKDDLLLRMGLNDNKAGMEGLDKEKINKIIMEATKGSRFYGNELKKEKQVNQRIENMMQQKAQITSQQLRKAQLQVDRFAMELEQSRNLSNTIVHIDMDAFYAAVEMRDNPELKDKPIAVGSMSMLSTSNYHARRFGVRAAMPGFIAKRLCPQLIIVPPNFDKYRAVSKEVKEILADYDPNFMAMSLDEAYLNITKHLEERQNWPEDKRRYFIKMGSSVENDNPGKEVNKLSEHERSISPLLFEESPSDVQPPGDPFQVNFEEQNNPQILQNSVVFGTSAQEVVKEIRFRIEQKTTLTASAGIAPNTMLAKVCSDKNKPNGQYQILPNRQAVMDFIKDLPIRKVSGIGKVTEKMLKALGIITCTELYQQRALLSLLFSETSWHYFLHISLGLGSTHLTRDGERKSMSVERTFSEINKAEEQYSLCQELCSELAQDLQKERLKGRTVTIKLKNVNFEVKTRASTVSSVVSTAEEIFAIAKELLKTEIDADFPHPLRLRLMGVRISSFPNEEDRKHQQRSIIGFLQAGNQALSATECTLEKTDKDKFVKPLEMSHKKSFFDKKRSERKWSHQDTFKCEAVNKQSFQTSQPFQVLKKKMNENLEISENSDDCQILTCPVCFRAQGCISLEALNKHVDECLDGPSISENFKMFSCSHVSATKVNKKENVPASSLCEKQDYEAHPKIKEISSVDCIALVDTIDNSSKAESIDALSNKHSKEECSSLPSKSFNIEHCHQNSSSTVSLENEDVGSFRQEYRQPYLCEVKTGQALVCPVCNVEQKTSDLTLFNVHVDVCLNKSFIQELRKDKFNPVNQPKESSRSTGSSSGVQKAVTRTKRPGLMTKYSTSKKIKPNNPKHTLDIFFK
#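 Readout: fluorescence, taken kinetically at 0 and 10 min. Conditions: 10 nM Pol kappa, 15 min RT compound preincubation, 50 nM substrate final. Controls: enzyme-free buffer wells.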
# ERG Ets-DNA blk = ERG Ets/DNA interaction inhibition. Potency, µM (series often up to 76.9 µM), inactives show at the highest dose FP activity, negative = inhibition, hits mostly inhibitors. hit rate 0.028% among 370,000. P11308. fluorescence polarization, His-ERG Ets domain / labelled DNA; active = well fitted inhibition curve with a large enough effect in the polarisation, with a control signal flat; inconclusive = small, poorly fitted or top-dose-only effect, or effect the other way, or a change in a side signal; inactive = no such curve, though single readings can be large or run the other way; the % refers to the polarisation;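 also: polarization taken with two DNA probes labelled with fluorescein and Texas red; potency is read from the fitted curve at half-maximal effect; % of control where 0% means no effect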
#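 His-tagged ERG Ets domain (1 uM in the protein solution; 300mM KCl, 50mM Tris-HCl, 1mM EDTA, 1mM DTT, pH 7.5) received compound, then a probe mix of 5 nM fluorescein-DNA and 100nM Texas-615-DNA. Fluorescence polarization was read for both dyes.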
# Numbers without * were called inactive; i = inactive; ? = inconclusive; / = no result given; & = joins results of further samples; [ ] = remark or other dose. Unless noted, calls follow the shape of the dose curve; as a rule, active = well fitted curve in the direction sought with a large enough effect; inconclusive = small, poorly fitted or top-dose-only effect, or another doubt; inactive = no such curve, though single readings can be large; an effect the other way counts as inactive or inconclusive.
SMILES,Apoferritin bind,RGS4 inh,LDHA inh,Pol eta inh,POLB inh,APEX1 inh,12-LOX inh,POLK inh,ERG Ets-DNA blk
CCOC(=O)C1=C(COC(=O)CNC(=O)c2ccc(C)cc2)NC(=O)NC1C (centres undefined),-4%,-21%,1,-8%,24%,-16%,205%[activator],21%,-12%
CCCCNC(=O)c1cn(CC)c2cc(N3CCN(C)CC3)c(F)cc2c1=O,-5%,11%,2,-10%,-24%,1%,98%[activator],5%,0%
Nc1cc(=O)[nH]c(SCC(=O)Nc2ccccc2-c2ccccc2)n1,-18%,14%,-3,-24%,-26%,-8%,15%,-8%,5%
CC(OC(=O)c1ccc(NS(=O)(=O)c2cccs2)cc1)C(=O)N(C)C1CCCCC1 (centres undefined),-13%,-9%,-3,-7%,6%[57.1 µM],-4%,-1%,-5%,-6%
COc1cc(OC)cc(-c2cc3nc(C)c(CCC(=O)NCc4ccc(Cl)cc4)c(C)n3n2)c1,97%[activator],-5%,0,-15%,11%,/,-14%,-3%,9%
CCC12CN3CC(CC)(CN(C1)C3c1cc(Br)ccc1OC)C2=O (centres undefined),2%,-3%,-2&-5,-22%,25%,/,?,-1%,4%
Brc1ccc(-c2nnc3sc(CNC4CCCC4)cn23)cc1,2%,-18%,-7,2%,0%,-3%,9%,-4%,0%
CCOC(=O)c1c(NC(=O)Cn2cnc3sc(C)c(-c4ccccc4)c3c2=O)sc(C)c1C,?,2%,-5,-4%,-24%,1%,-11%,-5%,11%
COc1ccc(-c2nnc(SCc3nnc(-c4ccccc4)o3)n2-c2ccccc2)cc1,-11%,-47%,-1,-3%,18%,14%,-1%,-4%,-4%
CCOC(=O)CN1C(=O)C(=O)N(Cc2c(F)cccc2Cl)C1=O,8%,-3%,-3,-3%,-5%,39%,-17%,0%,-11%
O=C1CCCN2N=C(SCC(=O)Nc3ccccc3C(F)(F)F)SC2=N1,-15%,-1%,-4,-14%,-1%,9%,0%,-8%,5%
O=S(=O)(c1ccccc1)N1CN(Cc2ccc(F)cc2)c2nc3ccccc3nc21,3%,17%,2,-22%,2%,1%,-8%,6%,16%
COc1ccccc1NS(=O)(=O)c1cc(C(=O)NCC(c2ccco2)N(C)C)ccc1C (centres undefined),/,-5%,-5,5%,/,21%,-20%,-4%,0%
N=c1ccn(Cc2ccc(Cl)cc2)cc1,-16%,2%,1,-5%,0%,3%,6%,-19%,-2%
Cn1c(CC(=O)Nc2ccccc2F)nnc1SCC(=O)Nc1ccccc1Br,-8%,-3%,-10,8%,11%,7%,-2%,0%,-11%
CCOC(=O)c1[nH]c2ccccc2c1NC(=S)Nc1ccccc1C,-7%,-27%,-12,-6%,?,?,?,-14%,-5%
O=C(N/N=C/c1cccnc1)c1ccccc1[N+](=O)[O-],2%,16%,-2,-23%,21%,2%,-3%,0%,-2%
O=C(NCCc1ccccc1)C(=O)N/N=C/c1ccccc1C(F)(F)F,-5%,11%,-3,-3%,7%,1%,3%[57.4 µM],-10%,/
COc1ccc(S(=O)(=O)N2CCN(C(=O)c3cc4c(s3)CCCC4)CC2)cc1,/,-3%,-6,-5%,/,-9%,-5%,-7%,-11%
COc1ccc(Nc2nc(Cl)nc(NCc3ccco3)n2)cc1,-13%,-21%,-4,-5%,16%,1%,?,-21%,0%
C/C(=N/NS(=O)(=O)c1ccc(C)cc1)[C@H]1C[C@@H]1c1ccccc1,-7%,-8%,-2,-15%,1%,-1%,?,-10%,-1%
Cc1cccc(NC(=O)CSc2nc(C3CCCC3)nc3c2c(=O)n(C)c(=O)n3C)c1C,42%[activator],18%,-6,/,5%,/,-16%,-11%[60.1 µM],2%
c1ccc2c(CNCCN3CCOCC3)cccc2c1,-10%,?,-2,-6%,36%,-4%,?,-9%,3%
CCOc1ccc(-c2nc(SCC(=O)Nc3cc(F)ccc3F)n3[nH]c(=O)cc3n2)cc1,-10%,21%,4,-6%,4.5µM*,/,-15%,15%,0%
N#C/C(=C\c1ccccc1)C(=O)Nc1ccccn1,4%,-8%[56.9 µM],-7,-13%,-6%,24%,65%[activator],-13%,-4%
COc1cc(/C=C/C(=O)O)cc(S(=O)(=O)N2CCN(S(=O)(=O)c3ccc(Cl)cc3)CC2)c1OC,3%,24%,-1,0%,23%,6%,10%,-6%,20%
Cc1cc(C(=O)COC(=O)C2=NN(c3ccccc3)C(=O)CC2)c(C)n1CC(F)(F)F,?,-25%,2,-12%,11%,-5%,-16%,11%,3%
O=C(Nc1nccs1)c1ccccc1Br,0%,-18%,0,-19%,15%,46%,25%,10%,5%
CC1CCN(C(=O)CSc2ccc(-c3cccnc3)nn2)CC1,-8%,18%,-10,8%,31%,5%,-12%,-4%,-2%
O=C(CCN1CCN(Cc2ccccc2)CC1)Nc1ccc(OCc2ccccc2)cc1,?,-6%,1,-27%,-1%,2%,-9%,-11%,1%
COCCNC(=O)c1c[nH]c2ccc(S(=O)(=O)Nc3ccc(F)cc3F)cc2c1=O,-9%&-3%,15%&0%,-5&11,?,?,-8%,0%&-19%,-29%&-13%,-9%&-14%
Cc1ccc(C)c(OCCCNCc2ccccc2)c1,-18%,-12%,-5,-14%,20%,4%,?,15%,-5%
CCOC(=O)CCC(=O)OCC(=O)NC(C)C1CC2CCC1C2 (centres undefined),?,5%,-3,-10%,-1%,3%,-7%,4%,5%
CCc1cccc(C)c1NC(=S)N1CCCC1C(=O)O (centres undefined),-5%,-13%[11.4 µM],-1,0%,0%,4%,-11%,15%,0%
COC(=O)c1sccc1NC(=O)CSc1ccccc1NC(=O)CNC(C)C,1%,-4%,-6,-15%,-20%,8%,-3%,-29%,-5%
CC1(C)CC(=O)C=C(NCCO)C1,-5%,4%[11.4 µM],1,-5%,1%,-2%,198%[activator][57.4 µM],-6%,-2%
CCN(CC)C(=O)c1ccc2nc(-c3ccccc3)c(-c3ccccc3)nc2c1,3%,3%,-3,-5%,-1%,-6%,-15%,-12%,-3%
CN1CCN(C(=O)CCCOc2ccc(Cl)cc2Cl)CC1,-9%,17%,-9,-1%,-1%,-4%,-25%,-3%,-5%
CCOC(=O)C1=C(COC(=O)COc2ccc(OCC)cc2)NC(=O)NC1C (centres undefined),/,-3%,-8,-11%,/,-2%,-15%,-4%,1%
CC1CCC2(CC1)NC(=O)N(CC(=O)Nc1cccc(S(=O)(=O)N3CCCCC3)c1)C2=O (centres undefined),/,18%,-10,-3%,/,8%,155%[activator],-13%,1%
COC(=O)c1sc(SC)c2c1CC(C)(C)C/C2=N/O,-14%,-25%,-3,-22%,11%,-1%,?,-10%,3%
Cc1ccc(NC(=O)COc2ccc(S(=O)(=O)N3CCOCC3)cc2)cc1,-1%,19%,-3,-21%,16%,13%,0%,-5%,8%
Cc1ccc(N2CCN(C(=O)c3cccs3)CC2)c(C)c1,-10%,17%,-13,-12%,19%,1%,0%,-12%,-4%
Cc1cc(C)nc(CCNC(=O)c2cc(COc3ccc(F)cc3F)on2)n1,-4%,-48%,1,-17%,2%,0%,-4%,-1%,-1%
Cc1ccc(/C=C/c2onc(C)c2S(=O)(=O)N2CCC(C(=O)N3CCC(N(C)C(C)C)CC3)CC2)cc1,-11%,7%,0,1%,-8%,/,?,-6%[60.1 µM],-7%
Cc1ccc(CCC(=O)Nc2ccc([N+](=O)[O-])cc2Cl)o1,?,-14%,-1,-19%,-2%,-12%,0%,-3%,8%
CCOC(=O)C1=CC[C@@H](c2cc3cc(OC)ccc3n2C)N(S(=O)(=O)c2ccc(C)cc2)[C@H]1C(=O)OCC,/,-7%,7,-9%,/,32%,-9%,8%,9%
CCOC(=O)CN1C(=O)S/C(=C/c2cc(C)n(-c3ccccn3)c2C)C1=O,2%,-6%,-6,-14%,-2%,-2%,-16%,-4%,-7%
Cc1nnc(C)n1/N=C/c1cccc(Oc2ccccc2)c1,-15%,21%,-9,5%,3%,1%,12%,-10%,/
O=C(NC(=S)Nc1cccc2cccnc12)c1ccccc1,-13%,4%,2,-18%,3%,-5%,-18%,-3%,13%

# Only LDHA inh, for some of the entries so far:
structure,LDHA inh
CCOC(=O)C1=CC[C@@H](c2cc3cc(OC)ccc3n2C)N(S(=O)(=O)c2ccc(C)cc2)[C@H]1C(=O)OCC,7
CCOC(=O)CN1C(=O)S/C(=C/c2cc(C)n(-c3ccccn3)c2C)C1=O,-6

# Next part.
SMILES,Apoferritin bind,RGS4 inh,LDHA inh,Pol eta inh,POLB inh,APEX1 inh,12-LOX inh,POLK inh,ERG Ets-DNA blk
O=C(NCc1ccco1)c1nc2ncccn2n1,-3%,-3%,-4,-4%,12%,4%,i,7%,4%
COc1ccc(C(=O)Nc2nc3ccccc3c(=O)[nH]2)cc1,-3%,8%,-9&-9,-10%,-2%,?,-12%&5%,-16%,4%
CN(C(=O)CO/N=C/c1ccc(OC(F)F)cc1)C1CCS(=O)(=O)C1 (centres undefined),0%,17%,-12,-4%,-1%,-1%,-17%,-4%,-1%
NC(=S)N=Nc1c(O)n(CC(=O)Nc2ccccc2)c2ccccc12,-5%,-9%,0,-5%,-9%,46%[activator],0%,12%,3%
COc1ccc(/C(O)=C2/C(=O)C(=O)N(CCCN(C)C)C2c2ccc(Cl)cc2)cc1OC (centres undefined),/,4%,0,-5%,/,/,?,-7%,-4%

# Only part of the results is shown (hit frequency here may not be typical).
